telomere uncapping = survival after telomere uncapping, modulators, primary screen, cell-based (AID 1259312) | fold change at 10 µM | HCT116 + Ad-hTR-mut, survival, MTT, 5 d; hits give high values | hit rate 4.5% among 4,500;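 active = cell survival measured by absorbance rises more than 2.5-fold over infected cells without compound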;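 note: virus expresses mutant telomerase RNA that uncaps telomeres and kills cells; compound added 2 days after infection so exposure lasts 3 days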
* hit, by the source's call; i = inactive; ! = not active in a repeat. These rows are one share of the data. The share of hits here may be higher or lower than overall.

item	Molecule	telomere uncapping
1	CC(=O)c1ccc(OCCSc2nc3ncnc(N)c3[nH]2)cc1	-1.8
2	Nc1ccc[nH]c1=O	-1.4
3	CCCCSc1ccc(NC2=NS(=O)(=O)c3ccccc32)cc1	-1.1
4	O=[N+]([O-])c1cc(Br)cc(C=Nc2ccc(I)cc2)c1O	i
5	S=C(NC1CCCCC1)N(C1CCCCC1)C1CCCCC1	-1.8
6	COCc1[nH]nc2c1C1(CCSCC1)C(C#N)=C(N)O2	-1.1
7	O=c1c(O)c(-c2cccc(O)c2)oc2ccc(O)cc12	-1.4
8	Cc1c(C)c(COCc2c(C)c(C)c(C=O)c(C)c2C)c(C)c(C)c1C=O	-1.2

Random excerpt: 2 entries already listed, in no set order.
item	Molecule	telomere uncapping
1	CC(=O)c1ccc(OCCSc2nc3ncnc(N)c3[nH]2)cc1	-1.8
6	COCc1[nH]nc2c1C1(CCSCC1)C(C#N)=C(N)O2	-1.1

The list goes on:
item	Molecule	telomere uncapping
9	O=S(=O)(c1ccc(Br)cc1)N1CCCCCC1	1.7
10	O=C(O)CCCc1c[nH]c2ccccc12	3.4*!
11	Cc1ccc(S(=O)(=O)NCCSc2nnnn2C)cc1	-2.4
12	NN1C(=O)CSC1=S	-1.9
13	c1ccc(-c2ccc(CSc3nc4ccccc4o3)cc2)cc1	-1
14	Brc1csc(-c2cc(Br)cs2)c1	-1.4
15	c1ccc(CNc2nc(NCc3ccccc3)c3ccccc3n2)cc1	-17
16	Cc1cccc(Nc2nc3nonc3nc2Nc2cccc(C)c2)c1	-4.9
17	COc1ccccc1OCCn1cc(C=O)c2ccccc21	-1.6
18	N#CC1=C(N)C(C#N)(C#N)C(c2ccc(Cl)cc2Cl)C2CCCC=C12 (stereo unspecified)	-4.4
19	Cc1ncnc2c1c(C)nn2C	-1.8
20	CC1(C)NC(=O)N(c2ccc([N+](=O)[O-])c(C(F)(F)F)c2)C1=O	-1.5
21	Cc1ncc(-c2csc(C)n2)c(-c2ccc3c(c2O)OCO3)n1	i
22	COc1ccc(C2SCCS2)cc1[N+](=O)[O-]	-2.9
23	CCCCc1sc(C=C2C(=O)NC(=O)NC2=O)cc1[N+](=O)[O-]	1.2
24	Cc1nn(C)cc1C1CC(C(F)(F)F)n2nc(C(=O)O)cc2N1 (stereo unspecified)	i
25	CC1=C(/C=C/C(C)=C/C=C/C(C)=C/CO)C(C)(C)CCC1	-1.2
26	C=C(C)n1c(=O)[nH]c2ccccc21	1.3
27	C=CCn1c(-c2cccnc2)n[nH]c1=S	1.1
28	NC(=O)c1c(NC(=O)CSc2nc3ccccc3o2)sc2c1CCCC2	1.2
29	N#C/C(=C\c1ccc(Cl)s1)c1nc2ccccc2[nH]1	-1.3
30	CCCCOCC(O)CN1CCCCC1 (stereo unspecified)	-1.4
31	O=[N+]([O-])c1ccc(N2CCNCC2)cc1N1CCN(c2ccc(C(F)(F)F)cc2[N+](=O)[O-])CC1	-1.3
32	CCOC(=O)C1=C(C)OC(N)=C(C#N)C1c1cc(Br)cs1 (stereo unspecified)	1
33	CC(C)=C(C#N)c1nc2ccccc2[nH]1	-1.1
34	COC(=O)c1ccc(-c2ccc(/C=C3\NC(=S)NC3=O)o2)cc1	-2.8
35	Nc1nc(N)c2[nH]cnc2n1	-1.1
36	COC(=O)C12CC3(C(=O)OC)CC(C(=O)OC)(CC(C(=O)OC)(C1)C3=O)C2=O	1.3
37	CC(C)OC(=O)C(C)Nc1n[nH]c(=O)[nH]c1=O (stereo unspecified)	-1.4
38	CN1CCc2cc3c(cc2C(=O)Cc2ccc4c(c2C1)OCO4)OCO3	-1.5
39	N#CC1=C(N)C(C#N)=c2s/c(=C/c3ccc(F)cc3)c(=O)n2C1c1ccc(F)cc1 (stereo unspecified)	2.3
40	COc1cc(=O)n(C)c2c(OCC(O)C(C)(C)O)cccc12 (stereo unspecified)	1.6
41	O=S(=O)(CCSc1nnc(Cc2ccccc2)n1-c1ccccc1)Nc1ccccc1	-1.9
42	O=c1oc(-c2ccc(-c3ccccc3)cc2)nc2ccc(Br)cc12	-2
43	COc1cc(-c2nc3sc(-c4cc(OC)c(O)c(OC)c4)nc3s2)cc(OC)c1O	i
44	O=C1CSc2ccc(NC(=O)C3CCCC3)cc2N1	1.3
45	Cn1c(SCc2nc3ccccc3[nH]2)nc2ccccc21	-1.8
46	CN1CC(C(=O)N2CCc3ccccc32)CC1=O (stereo unspecified)	-1
47	O=C(Nc1ccc(I)cc1)c1ccco1	-1.9
48	O=C1c2ccccc2C(=O)N1CCCn1nnc2sc3c(c2c1=O)CCCC3	-3.1
49	O=c1cc(-c2ccc(O)cc2O)oc2ccccc12	-1.1
50	N#CC(C#N)C(c1ccsc1)c1c(-c2ccccc2)[nH][nH]c1=O (stereo unspecified)	3.4*
51	NCCCN1CCc2ccccc21	-1.3
52	NC(=O)c1c(NC(=O)CN2CCOCC2)sc2c1CCCC2	-1.3
53	CCC(Sc1nc2ncnc(N)c2[nH]1)C(=O)O (stereo unspecified)	1.9
54	Cc1ccc(-c2noc(COc3ccc4c(c3)OCO4)n2)cc1	1.5
55	O=Cc1cn(CCOc2ccccc2Cl)c2ccccc12	1.2
56	Cc1cc([N+](=O)[O-])nn1CC(=O)O	-1.2
57	COc1cc2c(cc1OC)C(CC#N)=NCC2	1.1
58	COC(=O)C1=C(N)C(C(=O)OC)=c2s/c(=C/c3ccncc3)c(=O)n2C1c1ccncc1 (stereo unspecified)	1.6
59	Cc1nn(C(=O)c2ccn(C)n2)c(C)c1Cl	1.8
60	COCc1[nH]nc2c1C(c1cc(OC)c(OC)c(OC)c1)C(C#N)=C(N)O2 (stereo unspecified)	-1.9
61	COc1cc(OC)cc(C2SC(N)=C(C#N)C(N)=C2C#N)c1 (stereo unspecified)	-1.6
62	CN(C1CCCCC1)S(=O)(=O)c1ccc(NS(=O)(=O)c2ccc3oc4ccccc4c3c2)cc1	-1.4
63	Cn1c(C(=O)Nc2ccc3c(c2)NC(=O)CC3)cc(=O)n(C)c1=O	-1.7
64	Cc1ccc2oc(-c3ccc(C)c(N)c3)nc2c1	1.6

More entries follow.
item	Molecule	telomere uncapping
65	CC1(C)CC(=O)c2sc(NC(=O)CCS(=O)(=O)c3ccccc3)nc2C1	-1.8
66	COC(=O)/C(C#N)=C\c1ccc(C)o1	-2.4
67	Cc1[nH]ccc2c1[nH]c1cc(=O)ccc12	-1
68	O=C(OCCN(CC12CC3CC(CC(C3)C1)C2)C(=O)c1cccs1)c1cccs1	-1.7
69	Cc1c(Cl)cc2nc(SC(C)C(=O)c3ccc4c(c3)CCC4)oc2c1Cl (stereo unspecified)	-1.1
70	O=C1OCc2cc(-n3cnnn3)ccc21	-1.4
71	NNC(=S)N=Nc1c(O)n(Cc2c(Cl)cccc2Cl)c2ccccc12	i
72	Clc1ccc(Cl)c(N=Cc2cc3ccccc3nc2Cl)c1	1.5
73	CCCc1ccc(-c2c(C)sc(N)c2C#N)cc1	-1.3
74	O=C1ON=C(c2ccccc2Cl)/C1=C/C1=COc2ccccc2O1	-1.3
75	C=C1c2cc(C)cc(C)c2NC(=O)N1CC	-2.7
76	Nc1ccc(Cn2ccnc2)cc1	-1.1
77	CCCCNC(=O)OCCSC(=S)NC1CCCCC1	-1.5
78	CCN1C(=O)N(CC)C2C1N(C(C)=O)C(=O)N2C(C)=O (stereo unspecified)	-1.6
79	N#Cc1c(N)nc2c(c1-c1ccc3c(c1)OCO3)CCCC2	-7
80	Nc1ccc2c(c1)nc(-c1ccccc1)c1cc(N)ccc12	-1.4
81	O=C(CCl)Nc1c(Cl)cccc1Cl	-1.6
82	O=C(O)/C=C/C(=O)N1CCc2ccccc21	-1.6
83	CN(C)c1ccc(NC(=O)CSc2nc(N)c(C(=O)Nc3nccs3)s2)cc1	-1.2
84	O=C(NC1CCCC1)c1ccc(COc2cc(Cl)ccc2Cl)o1	-1.5
85	O=[N+]([O-])c1ncn(Cc2c(Cl)cccc2Cl)n1	-1.3
86	CCOC(=O)Nc1ccc(C)s1	-3.2
87	CCc1ccc(/C=C(/C#N)C(N)=S)s1	-5
88	S=C(Nc1ccccc1)Nc1ccccc1Cl	-2.7
89	CC(C)N1CC=C2C(C1)C(c1ccc(C#N)cc1)C(Br)=C(N)C2(C#N)C#N (stereo unspecified)	1.4
90	COc1c2occc2c(OC)c2c(=O)cc(C)oc12	-1.3
91	COc1ccc(C=Nc2nonc2N)cc1	-2.6
92	COc1cc(-c2n[nH]c(=S)o2)cc(OC)c1OC	-1.3
93	Cc1ccc(/C(=N/O)c2cccs2)cc1	-1.4
94	Clc1ccccc1-c1nnc(-c2ccc(Br)o2)o1	-1.9
95	Cc1sc2nc(SCC(=O)n3c4c(c5c3CCCC5)CCCC4)n(C)c(=O)c2c1C	-1.3
96	CC(C)NC(=O)CC(=O)NN=C1CCCC1	1.8
97	CCOC(=O)C1=C(C)OC(N)=C(C#N)C1c1cc(Br)c(C)s1 (stereo unspecified)	1.4
98	CC(C)(C)c1nnc(NC(=O)CC23CC4CC(CC(C4)C2)C3)s1	-1.6
99	O=C(O)/C=C/C(=O)N1CCN(C(=O)/C=C/C(=O)O)CC1	1.3
100	CCNC(=O)c1c(N)sc2c1CCCCC2	-1.7
101	CCOC(=O)CCC(=O)OC1C(OC2C(C)C(OC3CC(C)(OC)C(O)C(C)O3)C(C)C(=O)OC(CC)C(C)(O)C(O)C(C)C(=O)C(C)CC2(C)O)OC(C)CC1N(C)C (stereo unspecified)	-1.6
102	Cn1c(=O)c(=O)n(C)c2cc(S(=O)(=O)Nc3ccc4c(c3)OCO4)ccc21	-1.4
103	O=C(O)C1OC(O)C(O)C(O)C1O (stereo unspecified)	-2.1
104	O=c1c2cccc3cccc(c32)c2nc3ccccc3n12	-2.8
105	CS(=O)(=O)Nc1cc(C(F)(F)F)ccc1Cl	1.1
106	COC(=O)c1c(NC(=O)/C=C/C(=O)O)sc2c1CCCC2	-2.2
107	COC(=O)C1=CN(Cc2cccs2)C=C(C(=O)OC)C1c1cccs1	-6.5
108	CC(=O)Nc1sc2c(c1C#N)CCCC2	1.2
109	O=[N+]([O-])c1ccc2nc(SSc3nc4ccc([N+](=O)[O-])cc4s3)sc2c1	1.6
110	COCCOC(=O)C1=C(C)NC(=O)NC1c1sccc1C (stereo unspecified)	-2.7
111	CSc1nc2sc3c(c2c(=O)n1-c1ccccc1)CCC3	-1.1
112	Oc1c(Br)cc(Br)cc1/C=N/c1nccs1	i
113	Nc1ccc(-c2nc3cc(Cl)ccc3o2)cc1	2.2
114	Cc1ccc(/C=C2/SC(=O)NC2=S)o1	-1.2
115	COc1ccc2c(OC)c3ccoc3nc2c1OC	2.1
116	CC(C)N1CC=C2C(C1)C(c1ccccc1C(F)(F)F)C(C#N)=C(N)C2(C#N)C#N (stereo unspecified)	-1.6
117	NC(=O)NCCC[C@H](N)C(=O)O	1.2
118	Cc1[nH]nc2c1C(c1cc(CSc3ccc(Cl)cc3)cs1)C(C#N)=C(N)O2 (stereo unspecified)	-1
119	N#CC1Cc2cc(Br)ccc2-c2cc(F)ccc21 (stereo unspecified)	-2.1
120	OC(c1nc2ccccc2[nH]1)C(O)c1nc2ccccc2[nH]1 (stereo unspecified)	3.3*
121	COc1cc(OC)cc([C@@H]2[C@@H](C(C)(C)C)C(C#N)(C#N)[C@H]3C=Cc4ccccc4N23)c1	1.4
122	CC1(C)OCO/C1=C\C[N+](C)(C)C	1.1

Of the compounds above, 20 contain two or more sulfur atoms.
item	Molecule	telomere uncapping
3	CCCCSc1ccc(NC2=NS(=O)(=O)c3ccccc32)cc1	-1.1
11	Cc1ccc(S(=O)(=O)NCCSc2nnnn2C)cc1	-2.4
12	NN1C(=O)CSC1=S	-1.9
14	Brc1csc(-c2cc(Br)cs2)c1	-1.4
22	COc1ccc(C2SCCS2)cc1[N+](=O)[O-]	-2.9
28	NC(=O)c1c(NC(=O)CSc2nc3ccccc3o2)sc2c1CCCC2	1.2
41	O=S(=O)(CCSc1nnc(Cc2ccccc2)n1-c1ccccc1)Nc1ccccc1	-1.9
43	COc1cc(-c2nc3sc(-c4cc(OC)c(O)c(OC)c4)nc3s2)cc(OC)c1O	i
62	CN(C1CCCCC1)S(=O)(=O)c1ccc(NS(=O)(=O)c2ccc3oc4ccccc4c3c2)cc1	-1.4
65	CC1(C)CC(=O)c2sc(NC(=O)CCS(=O)(=O)c3ccccc3)nc2C1	-1.8
68	O=C(OCCN(CC12CC3CC(CC(C3)C1)C2)C(=O)c1cccs1)c1cccs1	-1.7
77	CCCCNC(=O)OCCSC(=S)NC1CCCCC1	-1.5
83	CN(C)c1ccc(NC(=O)CSc2nc(N)c(C(=O)Nc3nccs3)s2)cc1	-1.2
87	CCc1ccc(/C=C(/C#N)C(N)=S)s1	-5
95	Cc1sc2nc(SCC(=O)n3c4c(c5c3CCCC5)CCCC4)n(C)c(=O)c2c1C	-1.3
107	COC(=O)C1=CN(Cc2cccs2)C=C(C(=O)OC)C1c1cccs1	-6.5
109	O=[N+]([O-])c1ccc2nc(SSc3nc4ccc([N+](=O)[O-])cc4s3)sc2c1	1.6
111	CSc1nc2sc3c(c2c(=O)n1-c1ccccc1)CCC3	-1.1
114	Cc1ccc(/C=C2/SC(=O)NC2=S)o1	-1.2
118	Cc1[nH]nc2c1C(c1cc(CSc3ccc(Cl)cc3)cs1)C(C#N)=C(N)O2 (stereo unspecified)	-1

Source: PubChem (University of Glasgow)
